Compound activity as filed in PubChem.
proCasp3 act = procaspase-3 (human) activation; activation, % at 8.5 µM; recombinant procaspase-3 D3A, Ac-DEVD-pNA absorbance 405 nm; AID 463141; 0.11% of 330,000 active;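 active means activation above the mean of all tested compounds plus 3 SD, cut at about 21% in these data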;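 further: 0% = DMSO alone and 100% = DMSO wells spiked with extra 5 µM PC-3 D3A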
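Assay system: Procaspase-3 D3A mutant, all three cleavage aspartates alanine. Buffer or medium: Zinc-free HEPES saline buffer with Triton X-100. Times: 1 h compound preincubation, 2 h substrate hydrolysis at 25 °C. Measured by: 405 nm absorbance of p-nitroaniline, reads at 0 and 120 min. Read-out basis: percent activation relative to control range. Replicates: singlicate.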
CR mimetic SO = lowers age-related superoxide in aged yeast cells; AID 2690; S. cerevisiae aged cells, superoxide DHE fluorescence; stronger effect = lower value; superoxide response (% of plate mean), % at 10 µM; 0.18% of 330,000 active;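 active means superoxide response under a set limit, about three screen SD below normal, cut at about 65% in these data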;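 further: yeast aged for seven days with compound at 30 °C before DHE staining; 100% = average MFI of all compound-treated wells on the plate with controls excluded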
MEP2-GFP yeast = yeast TOR pathway MEP2-GFP modulation; S. cerevisiae MEP2-GFP strain, flow cytometry GFP, 3 h; 100% = DMSO control level; 0.51% of 330,000 active; GFP response vs DMSO, % at 10 µM;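 active means GFP response versus DMSO above a set limit, roughly screen mean plus 3 SD, cut at about 180% in these data; inconclusive means fewer than 70 cells counted for a yeast strain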;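 further: median GFP fluorescence of the barcode-gated MEP2-GFP cells per well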
LAP4 TOR yeast = modulators of TOR pathway LAP4-GFP in S. cerevisiae. S. cerevisiae LAP4-GFP multiplex, flow cytometry GFP, 3 h; median GFP as percent of DMSO wells. GFP response vs DMSO, % at 10 µM. 0.34% of 320,000 active. AID 2023;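 active means GFP response vs DMSO above a set limit, about the screen mean plus 3 SD, cut at about 150% in these data; inconclusive means under 70 cell events counted for the yeast strain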
RPL19A TOR yeast = alters RPL19A-GFP fluorescence in TOR pathway yeast screen; percent response vs DMSO, % at 10 µM; S. cerevisiae RPL19A-GFP strain, flow cytometry, 3 h; stronger effect = lower value; 0.3% of 330,000 active;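 active means percent response vs DMSO below 50%; inconclusive means fewer than 70 events counted for the yeast strain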;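 further: median channel GFP fluorescence of the barcoded RPL19A-GFP strain; ratio of sample median GFP to plate DMSO average so 100% = DMSO; lower means less RPL19A-GFP as with rapamycin TOR inhibition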
AHR activator = activates the human aryl hydrocarbon receptor; P35869; AHR-responsive luciferase reporter cells, luminescence; activation, % at 5 µM; 2.5% of 320,000 active; AID 2796; in the data active means activation above about 47%;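 further: 0% = vehicle wells and 100% = reference agonist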
Target sequence (P35869 whole entry, looked up): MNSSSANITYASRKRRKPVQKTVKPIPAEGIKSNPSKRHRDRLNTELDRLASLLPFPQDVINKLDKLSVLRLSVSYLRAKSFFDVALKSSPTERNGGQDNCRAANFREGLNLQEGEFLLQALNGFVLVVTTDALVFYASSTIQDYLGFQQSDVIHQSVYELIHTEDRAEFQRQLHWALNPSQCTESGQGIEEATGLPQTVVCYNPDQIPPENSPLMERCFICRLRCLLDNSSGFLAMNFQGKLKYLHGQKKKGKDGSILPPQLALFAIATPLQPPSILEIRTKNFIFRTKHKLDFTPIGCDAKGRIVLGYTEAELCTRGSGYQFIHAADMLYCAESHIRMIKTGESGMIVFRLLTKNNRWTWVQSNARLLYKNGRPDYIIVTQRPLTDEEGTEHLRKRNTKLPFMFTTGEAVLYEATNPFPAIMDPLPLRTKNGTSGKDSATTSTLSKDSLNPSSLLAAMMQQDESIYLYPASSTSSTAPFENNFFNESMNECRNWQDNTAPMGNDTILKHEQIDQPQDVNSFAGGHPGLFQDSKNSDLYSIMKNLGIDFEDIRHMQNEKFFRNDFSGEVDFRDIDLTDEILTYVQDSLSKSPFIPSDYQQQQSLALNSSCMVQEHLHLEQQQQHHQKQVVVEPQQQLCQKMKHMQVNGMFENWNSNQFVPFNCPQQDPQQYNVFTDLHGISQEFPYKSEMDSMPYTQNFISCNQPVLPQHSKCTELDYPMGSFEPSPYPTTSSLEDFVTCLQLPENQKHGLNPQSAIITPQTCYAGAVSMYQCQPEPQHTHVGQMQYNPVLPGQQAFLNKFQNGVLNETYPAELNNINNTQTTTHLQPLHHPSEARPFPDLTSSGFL
procasp7 counter = counter-screen: procaspase-7 (human) activation | P55210 | recombinant procaspase-7, Ac-DEVD-pNA absorbance 405 nm; D23A/D198A/D206A triple mutant, cannot self-cleave; scale: DMSO 0, 5 µM enzyme 100 | activation, % at 8.5 µM | 0.093% of 330,000 active | AID 463210;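 active means percent activation above the screen-wide mean plus 3 SD, cut at about 25% in these data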
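Test system: Procaspase-7 triple mutant (PC-7 D3A). Also added: Ac-DEVD-pNA substrate, 400 µM as added. Schedule: 1 h enzyme–compound preincubation and 2 h substrate reaction, both 25 °C. Signal: p-Nitroaniline absorbance at 405 nm, read at 0 and 120 min. Control set: low DMSO alone, high DMSO plus 5 µM PC-7.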
GASC-1 inh = inhibitors of human GASC-1 (JMJD2C) demethylase | Q9H3R0 | AID 2099 | 0.069% of 330,000 active | GST-JMJD2C(1-420) H3K9me3 demethylation, DELFIA europium | inhibition, % at 2.35 µM;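 active means more than half of a compound's replicate wells show inhibition beyond 50%, single wells judged on their own value; inconclusive means some, but no more than half, of replicates pass 50% inhibition; inactive means no replicate passes 50% inhibition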;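 further: signal counts dimethyl H3K9 product captured on neutravidin plate; 0% = median of DMSO wells and 100% = 0.3 times that DMSO median; strong numbers were not always called active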
Active calls of the source: *; ? = inconclusive; . = no result given; & = joins results of further samples.

SMILES | proCasp3 act | CR mimetic SO | MEP2-GFP yeast | LAP4 TOR yeast | RPL19A TOR yeast | AHR activator | procasp7 counter | GASC-1 inh
CC(Cc1nnc(N)s1)c1ccccc1 (centres undefined) | -2 | 98 | 100 | 106 | 102 | 0 | 0 | -1
COc1ccccc1N1CCN(C(CNC(=O)c2ccc3c(c2)OCO3)c2cccnc2)CC1 (centres undefined) | 2 | 95 | 102 | 100 | 101 | 1 | 3 | -5
NC(=O)C1CCN(C(=O)c2ccc(NC3=NC4CS(=O)(=O)CC4S3)cc2)CC1 (centres undefined) | 1 | 104 | 108 | 117 | 103 | 4 | 0 | 3
CN(C/C(O)=C(\C#N)c1ccccc1)C1CCCCC1 | -5 | 106 | 102 | 96 | 94 | 0 | -1 | 6
O=C1CC(c2ccccc2F)c2cc3c(cc2N1)CCC3 (centres undefined) | -1 | 139 | 111 | 122 | 98 | 2 | -4 | -14
Cc1csc(CNc2ncnc3ccc(-c4cccnc4)cc23)c1 | -1 | 110 | 102 | 110 | 93 | 29 | -3 | .
COc1ccc(CCNC(=O)CSc2nc3c(c(=O)n(C)c(=O)n3C)n2C(C)C)cc1OC | 5 | 114 | 107 | 103 | 102 | -3 | 7 | -3&-7
CC(C)(C)c1nc2sc3c(c2c(=O)o1)CCCC3 | -2 | 100 | 98 | 91 | 95 | 0 | 16 | 5
N#Cc1ccc(NC(=O)c2sc3cc(C(F)(F)F)cnc3c2-c2cccs2)cc1 | 2 | 106 | 99 | 100 | 98 | 6 | 6 | -1
CNC(=O)CSCc1c(F)cccc1Cl | 3 | 89 | 109 | 105 | 101 | -2 | 7 | -19
Cc1ccccc1CSc1n[nH]c(NS(=O)(=O)c2ccccc2)n1 | -2 | 102 | 103 | 102 | 100 | 6 | -4 | -1
Cc1onc(-c2ccccc2)c1C(=O)NNC(=S)NC(=O)c1ccc(Br)cc1 | -10 | 187 | 108 | 106 | 102 | 1 | -7 | -4
COc1ccc(C(=O)NCc2ccccn2)cc1[N+](=O)[O-] | 3 | 89 | 98 | 93 | 95 | 1 | -8 | 10
Cn1c(=O)c2c(nc(NCc3ccc4c(c3)OCO4)n2C)n(C)c1=O | -2 | 76 | 103 | 92 | 95 | 7 | -7 | 3
CS(=O)(=O)Nc1ccc(C2=NN(C(=O)c3ccccc3)C(c3cccs3)C2)cc1 (centres undefined) | -1 | 92 | 108 | 98 | 104 | 2 | 1 | 1
O=C(CCCl)N1CCN(c2nc(-c3ccccc3)cs2)CC1 | -5 | 102 | 94 | 86 | 101 | 0 | 1 | 9
COc1ccc(S(=O)(=O)N2CCOCC2)cc1N(C)S(=O)(=O)c1ccc(C)cc1 | 3 | 98 | 91 | 98 | 88 | 2 | -5 | -4
O=C(Nc1ccccc1)c1nc[nH]c1C(=O)N1CCN(c2ccccc2)CC1 | 4 | 96 | 99 | 100 | 105 | 5 | 7 | 3
CCN1C(=O)[C@H]2[C@@H](c3ccc(-c4ccc(F)cc4)c(OC)c3)N3CCC[C@@]3(C(=O)OC)[C@H]2C1=O | 5 | 107 | 104 | 97 | 98 | 1 | 0 | -5
CCC(=O)c1cc(F)c(N2CCN(C(=O)Cc3ccccc3)CC2)cc1C | 3 | 94 | 96 | 99 | 100 | 5 | -3 | -3

Three structures from above, sorted by heavy-atom count, descending:
SMILES | proCasp3 act | CR mimetic SO | MEP2-GFP yeast | LAP4 TOR yeast | RPL19A TOR yeast | AHR activator | procasp7 counter | GASC-1 inh
COc1ccc(S(=O)(=O)N2CCOCC2)cc1N(C)S(=O)(=O)c1ccc(C)cc1 | 3 | 98 | 91 | 98 | 88 | 2 | -5 | -4
Cn1c(=O)c2c(nc(NCc3ccc4c(c3)OCO4)n2C)n(C)c1=O | -2 | 76 | 103 | 92 | 95 | 7 | -7 | 3
COc1ccc(C(=O)NCc2ccccn2)cc1[N+](=O)[O-] | 3 | 89 | 98 | 93 | 95 | 1 | -8 | 10

Additional records.
SMILES | proCasp3 act | CR mimetic SO | MEP2-GFP yeast | LAP4 TOR yeast | RPL19A TOR yeast | AHR activator | procasp7 counter | GASC-1 inh
Nc1c(C(=O)c2ccc(F)cc2)oc2ccccc12 | -5 | 100 | 96 | 95 | 100 | 92* | -27 | -3
O=C(/C=C/c1cccs1)NC1CCCC1 | 4 | 92 | 113 | 101 | 104 | 5 | -10 | -10
O=C(NCC(=O)N(Cc1ccc(F)cc1)C(C(=O)NCC1CCCO1)c1ccccc1)c1ccco1 (centres undefined) | 14 | 90 | 102 | 93 | 106 | -1 | 10 | 12
Nc1nonc1C(=O)N/N=C/c1cc2c(cc1[N+](=O)[O-])OCO2 | -5 | 92 | 103 | 93 | 102 | 19 | -1 | -7
CCC1=NN2C(=N)/C(=C\c3cccn3-c3ccc(C)c(C)c3)C(=O)N=C2S1 | -7 | 102 | 103 | 97 | 103 | 2 | 1 | 7
O=C(CSc1nc2ccccc2o1)Nc1ccccc1N1CCOCC1 | -4 | 100 | 99 | 98 | 99 | -3 | -3 | -4
CCn1c(CN2CCN(CCO)CC2)nc2ccccc21 | 2 | 93 | 106 | 92 | 100 | 4 | 8 | -10
O=[N+]([O-])c1cccc(Nc2c3ccccc3nc3ccccc23)c1 | -9 | 108 | 100 | 100 | 108 | 5 | -3 | 6
Cc1ccc2cccc(S(=O)(=O)n3nc(C)cc3C)c2n1 | 0 | 110 | 106 | 97 | 102 | 0 | 16 | 17
CN(C)/C=C/C(=O)c1cnc(-c2ccccn2)s1 | -2 | 108 | 89 | 99 | 100 | 2 | 1 | -1

Rewritten tab-delimited: entries from further up
mol	proCasp3 act	CR mimetic SO	MEP2-GFP yeast	LAP4 TOR yeast	RPL19A TOR yeast	AHR activator	procasp7 counter	GASC-1 inh
Nc1c(C(=O)c2ccc(F)cc2)oc2ccccc12	-5	100	96	95	100	92*	-27	-3
O=C(/C=C/c1cccs1)NC1CCCC1	4	92	113	101	104	5	-10	-10
O=C(NCC(=O)N(Cc1ccc(F)cc1)C(C(=O)NCC1CCCO1)c1ccccc1)c1ccco1 (centres undefined)	14	90	102	93	106	-1	10	12
Nc1nonc1C(=O)N/N=C/c1cc2c(cc1[N+](=O)[O-])OCO2	-5	92	103	93	102	19	-1	-7
CCC1=NN2C(=N)/C(=C\c3cccn3-c3ccc(C)c(C)c3)C(=O)N=C2S1	-7	102	103	97	103	2	1	7

Following part.
SMILES | proCasp3 act | CR mimetic SO | MEP2-GFP yeast | LAP4 TOR yeast | RPL19A TOR yeast | AHR activator | procasp7 counter | GASC-1 inh
O=C(O)Cn1cccc1C(=O)c1ccccc1 | 1 | 98 | 105 | 97 | 99 | -2 | 6 | 12
Cc1nc2ccc3nc(NC(=O)C4COc5ccccc5O4)sc3c2s1 (centres undefined) | -1 | 97 | 99 | 105 | 101 | 5 | 10 | -4
CCOc1ccc(-c2cc3nc(C4CCN(C(=O)OC(C)(C)C)CC4)c(C(=O)O)cn3n2)cc1 | 1 | 98 | 98 | 98 | 89 | 0 | -1 | 24
COc1ccc(OC)c(C2=NO[C@@](CC(=O)O)(C(=O)Nc3ccc4c(c3)OCCO4)C2)c1 | 2 | 101 | 109 | 89 | 107 | 0 | 1 | ?
COc1cc(C(=O)NCc2nnc(SCC(=O)Nc3cc(C)on3)o2)cc(OC)c1OC | 1 | 93 | 92 | 90 | 95 | -1 | 3 | -16
COc1ccc(C)cc1NCc1cccc(OC)c1OC | -2 | 82 | 100 | 96 | . | 6 | -12 | 5
O=C1NC2NC(=O)N(C(Cc3ccccc3)C(=O)O)C2N1 (centres undefined) | 8 | 98 | 100 | 102 | 97 | 0 | 12 | 18
O=Cc1ccc(C(=O)O)cc1 | 9 | 88 | 99 | 101 | 100 | -1 | 13 | 15
N#C/C(=C/c1cc(Br)cs1)C(=O)NCC1CCCO1 (centres undefined) | 4 | 110 | 107 | 94 | 99 | -7 | 7 | -9
CCN(CC)c1c([N+](=O)[O-])c(=O)sc2ccccc12 | -5 | 86 | 106 | 92 | 101 | 15 | 2 | -5
COCCNC(=O)C(c1cccnc1)N(Cc1ccc(C)cc1)C(=O)Cn1nnc2ccccc21 (centres undefined) | -2 | 86 | 65 | 96 | 103 | 1 | 6 | -2
C/C(=C\C(=O)c1ccc(Br)cc1)NCc1ccccc1 | 4 | 89 | 104 | 111 | 100 | 95* | 4 | 6
CC(Oc1cc(Cl)ccc1Cl)C(=O)N/N=C\c1ccnn1C (centres undefined) | 8 | 120 | . | . | . | -1 | -4 | 8
COc1ccc(C)cc1NC(=O)C(=O)N1CCCC1 | -8 | 99 | 108 | 120 | 103 | 12 | -2 | 5
C=CCOc1ccc(C2NC(=S)NC(c3ccccc3)=C2C(C)=O)cc1OC (centres undefined) | -7 | 96 | 97 | 99 | 98 | 0 | -8 | -1
Cn1cc(C(=O)N/N=C/C(Br)=C/c2ccccc2)ccc1=O | 1 | 167 | 103 | 94 | 110 | 116* | -6 | -6
Cc1ccc(C(=O)NC(=S)NCc2cccnc2)cc1 | -8 | 117 | 97 | 101 | 95 | 70* | -18 | -2
CN(C)c1cc[n+](CCC(=O)Nc2cccc([N+](=O)[O-])c2N)cc1 | 12 | 101 | 102 | 97 | 105 | 5 | 2 | -6
CC(C)CN1C(=O)/C(=C/c2ccco2)NC1=S | -4 | 100 | 106 | 100 | 103 | -1 | -3 | 0
COCCCNC(=O)c1ccc(Cn2c(=O)c3ccccc3n(Cc3ccc(C)cc3)c2=O)cc1 | 9 | 89 | 105 | 97 | 103 | 1 | 0 | -10
CCC(C)NC(=O)C1CN(S(=O)(=O)c2ccccc2)CCN1S(=O)(=O)c1ccccc1 (centres undefined) | 2 | 90 | 112 | 106 | 104 | 0 | 2 | 1
COCCC(=O)N1CCC(Oc2ccc(C(=O)N(C)C3CCCCC3)cc2)CC1 | 6 | 93 | 98 | 96 | 99 | -2 | 3 | -17
Nc1ccc(C(=O)N2N=C(c3ccc(F)cc3)CC2(O)C(F)(F)F)cc1 (centres undefined) | . | 80 | 104 | 85 | 102 | . | . | 4
Cc1ccnc(NS(=O)(=O)c2ccc(NC(=O)Cc3ccc(F)cc3)cc2)n1 | 4 | 88 | 102 | 96 | 105 | 0 | -11 | 6
O=C(CCn1ccc([N+](=O)[O-])n1)NC1CCCCCC1 | 5 | 108 | 118 | 104 | 111 | 1 | 3 | 3
CC1(C)CC1C(=O)Nc1ccc([N+](=O)[O-])cc1Br (centres undefined) | 5 | 97 | 102 | 110 | 109 | 1 | -5 | 11
N#CC(c1cccc(Cl)c1)c1ccc2c(C(F)(F)F)cc(C(F)(F)F)nc2n1 (centres undefined) | 4 | 103 | 116 | 111 | 105 | 7 | -11 | 0
CC1CN(C(=S)NC(=O)C2CCCCC2)CC(C)O1 (centres undefined) | 6 | 103 | 95 | 87 | 98 | 1 | -4 | 4

Outcome played no part in choosing rows. Share with any hit: about 3.8%.
